Assay outcomes as filed in PubChem.
CHRM5 agonist: human M5 muscarinic receptor agonists, primary screen, CHO-K1 cells, Fluo-8 calcium fluorescence; CHO-K1 hM5 cells; 0% DMSO wells, 100% maximal acetylcholine response; hit rate 0.19% among 360,000; activation, % at 3 µM;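 active = activation above the run's mean over test compounds plus 3 SD, cut at about 23% in these data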;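 note: signal is peak over basal fluorescence ratio across the kinetic read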
Target sequence (P08912 whole entry, looked up): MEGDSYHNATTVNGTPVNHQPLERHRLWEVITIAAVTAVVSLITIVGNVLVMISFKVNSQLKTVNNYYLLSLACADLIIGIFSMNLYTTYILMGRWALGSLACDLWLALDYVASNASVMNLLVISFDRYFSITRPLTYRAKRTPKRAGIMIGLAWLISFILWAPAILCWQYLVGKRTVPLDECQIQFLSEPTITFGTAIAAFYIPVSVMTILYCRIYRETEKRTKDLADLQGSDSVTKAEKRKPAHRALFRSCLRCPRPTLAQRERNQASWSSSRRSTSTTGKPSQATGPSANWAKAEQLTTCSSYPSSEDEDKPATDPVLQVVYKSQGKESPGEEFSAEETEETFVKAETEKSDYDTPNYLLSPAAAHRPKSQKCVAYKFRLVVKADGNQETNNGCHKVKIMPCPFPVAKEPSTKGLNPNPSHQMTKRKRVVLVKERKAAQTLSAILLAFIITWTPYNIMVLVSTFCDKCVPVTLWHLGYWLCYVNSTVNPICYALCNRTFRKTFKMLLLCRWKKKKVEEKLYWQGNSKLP
CRFBP-R2 block: antagonists of CRF-BP/CRF-R2 complex, primary screen, cell-based, HEK293, calcium dye fluorescence, uHTS; CRF-induced calcium fluorescence; inhibition, % at 11.8 µM; hit rate 0.59% among 350,000; AID 588475, 2011;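 active = inhibition of the ligand-induced calcium signal above about 50% at the single tested concentration, limit read from the data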
M5 PAM: human M5 muscarinic receptor positive allosteric modulators, primary screen, CHO-K1 cells, Fluo-8 calcium fluorescence | Muscarinic acetylcholine receptor M5 (Homo sapiens), P08912 | CHO-K1 hM5, ACh EC20 PAM; 0% = ACh EC20, 100% = ACh EC100 | activation, % at 3 µM | hit rate 0.3% among 360,000;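 active = activation above the run cutoff, the mean activation of all test compounds plus 3 SD, cut at about 18% in these data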
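Probe or stimulus: acetylcholine, EC20 level; Assay system: human M5 receptor in CHO-K1 cells; Schedule: compound preincubation 140 s before EC20 acetylcholine addition; Technique: intracellular calcium via Fluo-8 fluorescence; Dosing: single-point, 3 µM nominal; Read-out basis: percent activation from peak-over-basal fluorescence ratio, scaled EC20-to-EC100 acetylcholine; Repeats: one well per compound, no replicates.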
CHRM4 agonist: human M4 muscarinic receptor agonists, primary screen, CHO-K1 cells, Fluo-8 calcium fluorescence. hit rate 0.14% among 360,000. AID 624127, 2012. activation, % at 3 µM. Muscarinic acetylcholine receptor M4 (Homo sapiens), P08173. CHO-K1 hM4/Gqi5; vehicle 0%, full acetylcholine response 100%;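 active = activation above the run mean over all test wells plus 3 SD, cut at about 32% in these data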;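 note: peak over basal fluorescence ratio per well then scaled between controls; 0% = DMSO wells and 100% = acetylcholine at EC100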
Target sequence (P08173 whole entry, looked up): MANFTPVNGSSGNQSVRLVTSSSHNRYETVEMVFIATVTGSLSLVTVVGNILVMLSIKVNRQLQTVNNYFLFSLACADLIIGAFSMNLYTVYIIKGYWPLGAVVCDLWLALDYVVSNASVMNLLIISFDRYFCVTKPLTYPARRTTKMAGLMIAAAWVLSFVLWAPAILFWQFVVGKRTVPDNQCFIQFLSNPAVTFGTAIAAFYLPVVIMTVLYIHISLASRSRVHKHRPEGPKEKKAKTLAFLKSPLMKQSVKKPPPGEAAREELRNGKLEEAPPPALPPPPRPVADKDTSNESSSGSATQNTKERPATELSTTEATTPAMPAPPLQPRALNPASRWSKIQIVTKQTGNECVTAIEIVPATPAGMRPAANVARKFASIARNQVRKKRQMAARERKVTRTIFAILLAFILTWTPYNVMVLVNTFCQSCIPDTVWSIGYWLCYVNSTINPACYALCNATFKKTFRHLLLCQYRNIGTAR
CRFR2-BP ag: agonists of CRF-BP/CRF-R2 complex, primary screen, cell-based, HEK293, calcium dye fluorescence, uHTS; AID 588473, 2011; calcium dye fluorescence (FLIPR); percent of saturating CRF peptide response; CRF-binding protein / CRF receptor 2 complex (human); activation, % at 13.2 µM; hit rate 0.46% among 350,000;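 active = activation of at least 50%, plus an integration ratio under a set limit after plate pattern correction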;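 note: plate controls were neutral control wells without compound for no effect and CRF at EC100 for full effect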
IDE cell inh: human IDE inhibitors in live cells, primary screen, fluorescence polarization, HEK cells, FAbetaB substrate | FAbetaB cleavage | inhibition, % at 5.59 µM | hit rate 0.41% among 320,000;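 active = percent inhibition above the average of all tested compounds plus 3 SD, set per screening campaign, cut at about 16% in these data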;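 note: IDE supplied by intact live HEK cells; FP after avidin binding of uncleaved biotin substrate so inhibition keeps polarization high; 0% = DMSO wells and 100% = 60 µM reference IDE inhibitor Ii1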
M4 PAM: human M4 muscarinic receptor positive allosteric modulators, primary screen, CHO-K1 cells, Fluo-8 calcium fluorescence; Muscarinic acetylcholine receptor M4 (Homo sapiens), P08173; CHO-K1 hM4/Gqi5, ACh EC20; 0% = ACh EC20, 100% = maximal ACh; activation, % at 3 µM; hit rate 0.4% among 360,000;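 active = activation above its plate's cutoff, the mean activation of sample wells plus 3 SD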; note: some results filed as inactive read as strong as hits
CHRM4 antagonist: human M4 muscarinic receptor antagonists, primary screen, CHO cells, Fluo-8 calcium fluorescence; Muscarinic acetylcholine receptor M4 (Homo sapiens), P08173; AID 624125, 2012; inhibition, % at 3 µM; CHO-hM4 cells, ACh EC80; hit rate 0.73% among 360,000;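 active = inhibition above its plate's cutoff, the mean inhibition of sample wells plus 3 SD, cut at about 27% in these data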;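 note: 0% = acetylcholine EC80 with DMSO and 100% = DMSO without agonist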
CHRM5 antagonist: human M5 muscarinic receptor antagonists, primary screen, CHO cells, Fluo-8 calcium fluorescence | Muscarinic acetylcholine receptor M5 (Homo sapiens), P08912 | hit rate 0.59% among 360,000 | CHO-hM5 cells, ACh EC80 | inhibition, % at 3 µM;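 active = inhibition above a per-plate cutoff, the mean of that plate's test compounds plus 3 SD, cut at about 27% in these data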;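 note: 0% = acetylcholine EC80 with DMSO and 100% = DMSO without agonist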
The depositor's hits bear a star; x = no result given; & = joins results of further samples. Rows are unselected, and some 2.9% of all compounds hit somewhere here.

Sequence of screens – CHRM5 agonist	CRFBP-R2 block	M5 PAM	CHRM4 agonist	CRFR2-BP ag	IDE cell inh	M4 PAM	CHRM4 antagonist	CHRM5 antagonist
(1) Cc1ccc(NC2=CC(=O)CC(C)(C)C2)cc1F
    2	15	-12	12	-0.5	12	-12	12	15
(2) O=C(CCc1nnc2n(CCc3ccccc3)c(=O)c3ccccc3n12)NCCCN1CCCCC1
    -6	-11	3	8	0.2	-1	-13	37*	-6
(3) Cc1nn(C(C)C(=O)O)c(=O)c2c1sc1ccccc12 (configuration not stated)
    0	12	-4	0	0.0	4	0	3	-1
(4) Cc1ccc(NC(=O)COc2ccc(-n3ccnc3)cc2)cc1Cl
    -1	-24	-13	12	1.6	4	-12	10	14
(5) O=C(c1ccc2c(=O)n3c(nc2c1)CCCCC3)N1CCN(c2cccc(Cl)c2)CC1
    -1	24	-11	8	-2.7	-3	-14	-15	-2
(6) O=c1nc2ccccc2c2n1CC(CN1CCN(Cc3ccccc3)CC1)N2 (configuration not stated)
    -3	18	-4	1	-0.5	9	-6	4	-4
(7) CSc1ccccc1C(=O)Nc1ccc2c(c1)OCO2
    -3	-24	2	2	-0.8	3	6	-17	3
(8) Cn1c(=O)c2c(nc(SCCN3CCOCC3)n2C)n(C)c1=O
    2	-2	-3	0	1.9	-2	11	-6	11
(9) O=C1Nc2ccccc2N(O)N1c1cc(-c2cccc(Cl)c2)no1
    1	50*	-4	-1	49	2	9	5	8
(10) COc1cccc(NC(=S)N(CCCN2CCOCC2)Cc2cn(C)c3ccccc23)c1
    0	-10	6	4	0.8	4	11	-13	-4
(11) O=C1Cc2cc(NS(=O)(=O)c3ccc(F)cc3)cc3c2N1CCC3
    3	-8	5	1	1.4	1	4	-2	1
(12) NC(=O)CN1N=C(c2cc(Cl)sc2Cl)CSC1=O
    -1	5	1	1	0.4	4	-4	3	4
(13) Cc1cc(NC(=O)/C=C/c2cccc(Cl)c2)n(-c2nc3ccccc3[nH]2)n1
    2	-22	-5	0	0.0	10	5	-9	4
(14) CC(C)c1ccc(OCC(O)CN2CCN(c3ccccc3)CC2)cc1 (configuration not stated)
    0&-11	12&-16	-9&-23	3&3	-1.0&2.4	10	0&3	-17&-15	10&0
(15) COc1ccc(-c2noc(CCCC(=O)NC3CCCCC3)n2)cc1OC
    -1	5	-1	2	-0.3	-20	4	2	15
(16) Cc1ccc(S(=O)(=O)N(C)CC(=O)NNC(=O)Cc2cccc(F)c2)cc1
    -1	3	4	0	0.3	4	3	-3	11
(17) COc1ccc(-c2cccc(CCC(=O)N3CCN(c4cc(C)ccc4C)CC3)c2)cc1
    1	1	-7	1	1.8	x	-8	6	7
(18) COCCCNS(=O)(=O)c1ccc2c(c1)OCCO2
    -3	12	-6	0	-0.7	-2	1	8	6
(19) CSc1cccc(NC(=O)c2c(Cl)cnn2C)c1
    -2	2	4	-1	-7.7	0	-1	-4	-6
(20) O=S(=O)(NNc1nccc(C(F)(F)F)n1)c1cccc(Cl)c1Cl
    -13	-9	0	2	-1.7	0	-12	0	5
(21) C=CCN1C2CCCC1CC(NC(=O)Nc1cc(C)cc(C)c1)C2 (configuration not stated)
    -5	-3	7	1	1.6	5	1	8	-3
(22) Cc1nc2cc(-c3cccc(F)c3)nn2c(C)c1CCC(=O)NC(C)c1ccc2c(c1)OCCO2 (configuration not stated)
    1	1	-9	5	0.4	-4	-12	1	6
(23) CCOC(=O)c1c(NC(=O)C2C3C=CC(CC3)C2C(=O)O)sc(C)c1CC (configuration not stated)
    -1	33	0	0	0.3	-1	8	10	5
(24) COCCN1C(=O)c2[nH]nc(-c3ccccc3O)c2C1c1ccc(OC)cc1 (configuration not stated)
    -4	-6	1	1	-0.3	-4	-2	-6	0
(25) CN(C)c1nc(C(=O)Nc2ccccc2)nc(N(C)C)n1
    -5	-3	1	0	-1.3	3	5	-3	-1
(26) Cc1ccc(C(=O)NNC(=O)c2cc(C)nc3ccccc23)cc1
    2	-3	1	2	1.0	6	2	3	4
(27) Cc1oc2ccc(OCc3ccc(Br)cc3)cc2c1C(=O)O
    -3	13	7	1	0.4	2	3	-3	3
(28) COc1ccccc1CNC(=O)COC(=O)c1cccnc1SCC(=O)NCc1ccccc1OC
    -2	16	-16	14	0.3	0	-16	5	10
(29) O=C(CCN1C(=O)COc2ccccc21)NCCN1CCN(c2cccc(Cl)c2)CC1
    -1	20	-10	6	0.6	-3	4	-10	13
(30) O=C(C1CC1)N1CCN(C(c2ccccc2)c2ccccc2)CC1
    -5	-5	-4	1	-1.7	4	-2	0	1

Ordered by value in CHRM4 agonist (high to low): three from the list above
entry | SMILES | CHRM4 agonist
4 | Cc1ccc(NC(=O)COc2ccc(-n3ccnc3)cc2)cc1Cl | 12
15 | COc1ccc(-c2noc(CCCC(=O)NC3CCCCC3)n2)cc1OC | 2
23 | CCOC(=O)c1c(NC(=O)C2C3C=CC(CC3)C2C(=O)O)sc(C)c1CC (configuration not stated) | 0

In the list so far, 3 have a thiophene ring, fused or not.
Sequence of screens – CHRM5 agonist	CRFBP-R2 block	M5 PAM	CHRM4 agonist	CRFR2-BP ag	IDE cell inh	M4 PAM	CHRM4 antagonist	CHRM5 antagonist
(3) Cc1nn(C(C)C(=O)O)c(=O)c2c1sc1ccccc12 (configuration not stated)
    0	12	-4	0	0.0	4	0	3	-1
(12) NC(=O)CN1N=C(c2cc(Cl)sc2Cl)CSC1=O
    -1	5	1	1	0.4	4	-4	3	4
(23) CCOC(=O)c1c(NC(=O)C2C3C=CC(CC3)C2C(=O)O)sc(C)c1CC (configuration not stated)
    -1	33	0	0	0.3	-1	8	10	5

The list continues:
#	Molecule	CHRM5 agonist	CRFBP-R2 block	M5 PAM	CHRM4 agonist	CRFR2-BP ag	IDE cell inh	M4 PAM	CHRM4 antagonist	CHRM5 antagonist
31	COc1ccccc1N1CCN(S(=O)(=O)c2ccc3nc(-c4ccccc4)[nH]c3c2)CC1	-2	-21	-7	4	-1.2	32*	-12	5	-1
32	Cc1ccc(NC(=O)c2c(F)cccc2Cl)cc1S(=O)(=O)N1CCOCC1	2	4	-2	5	-0.8	-2	-1	-4	12
33	CCNc1c(NS(=O)(=O)c2ccc(OC)c(Cl)c2)c(=O)oc2ccccc12	3	-9	-7	20	-1.9	2	-11	-7	7
34	Cc1cc(C(=O)Nc2ccc(Cl)cc2)c2ccccc2n1	-2	-10	1	14	0.1	8	-5	3	1
35	COc1ccc(/C=C(\NC(=O)c2ccccc2)C(=O)N2CCC(C)CC2)cc1	10	-9	1	1	-0.5	x	-6	-4	2
36	CC1CCCC(C)N1C(=O)CSc1nnc(COc2ccc(F)cc2)o1 (configuration not stated)	-6	20	-4	7	1.2	-2	-6	-3	6
37	CCN(C(=S)Nc1ccccc1F)C1CCCCC1	2	14	9	1	-0.2	9	-5	-7	-6
38	O=C(Cc1ccccc1)Nc1ccc(Cl)cn1	3	-5	7	-1	0.7	1	-3	1	-7
39	O=C1NC[C@@H](CCCCN2C[C@H](Cc3ccccc3)N(Cc3ccccc3)C(=O)C2=O)N(Cc2ccccc2)C1=O	-1	x	-2	1	x	x	5	-7	6
40	CCCCC(=O)N(C)c1c(CC)nc2c(OCC3CCCCC3)cccn12	-4	x	-4	-3	x	x	-10	4	0

(listing goes on)
#	Molecule	CHRM5 agonist	CRFBP-R2 block	M5 PAM	CHRM4 agonist	CRFR2-BP ag	IDE cell inh	M4 PAM	CHRM4 antagonist	CHRM5 antagonist
41	O=C(CSc1nnc2c(n1)[nH]c1ccccc12)N1CCCCC1	-1	7	11	1	0.8	-1	2	-15	-9
42	CC(C)N(C(=O)COC(=O)c1ccccc1C(=O)c1ccc(Cl)c([N+](=O)[O-])c1)C(C)C	-6	24	-8	3	-2.9	1	-12	-4	-4
43	O=C(CCN1C(=O)COc2ccccc21)NCCN1CCN(c2ccccc2F)CC1	-1	0	1	3	0.6	-5	0	0	-5
44	CC1(C)Cc2c(cnn2-c2ccc(F)cc2)C(NC(=O)CCC(F)(F)F)C1 (configuration not stated)	0	-1	1	0	0.7	7	1	-6	6
45	CC(C)(C)NCc1cc(Br)ccc1OCc1cccs1	-8	-5	-5	4	-2.2	0	-9	3	-3
46	CC(=O)Nc1ccc(NC(=O)c2ccc(Cn3cc(Cl)cn3)cc2)cc1	2	-7	2	3	-0.8	2	-2	1	-8
47	CCC(=O)c1ccc(OCC(O)CNCc2ccc(F)cc2)cc1 (configuration not stated)	1	-25	10	4	8.1	1	4	-2	-4
48	CC(=O)C1=C(C)N(Cc2ccccc2)C(=O)N[C@H]1c1cccc(F)c1	3	2	-3	1	-3.3	9	2	5	8
49	Cc1cc2cc(CN(CCCN3CCOCC3)C(=O)NC3CCCCC3)c(=O)[nH]c2cc1C	-2	-18	1	-1	2.1	0	-1	-7	1
50	COc1ccc(C2=NN(CC(=O)NCc3ccco3)C(=O)CC2)cc1	-1	-5	-4	2	-1.0	0	14	0	12

Down the list, as entered above:
M5 PAM for entries 42–46: -8, 1, 1, -5, 2
CHRM4 agonist for entries 42–46: 3, 3, 0, 4, 3
CHRM5 antagonist for entries 42–46: -4, -5, 6, -3, -8
